TDP1 block: qHTS Assay for Inhibitors of Tyrosyl-DNA Phosphodiesterase (TDP1); Potency, µM (highest dose often 130 µM), inactives show at the top dose activity change, negative = inhibition, most hits filed as inhibitors; AID 485290, 2010; Tyrosyl-DNA phosphodiesterase 1 (Homo sapiens), Q9NUW8; recombinant TDP1, AlphaScreen DNA substrate cleavage; actives 0.28% (n = 350,000); also: nearly all actives have a fitted effect of over 40% in size
Target sequence (Q9NUW8 whole entry, looked up): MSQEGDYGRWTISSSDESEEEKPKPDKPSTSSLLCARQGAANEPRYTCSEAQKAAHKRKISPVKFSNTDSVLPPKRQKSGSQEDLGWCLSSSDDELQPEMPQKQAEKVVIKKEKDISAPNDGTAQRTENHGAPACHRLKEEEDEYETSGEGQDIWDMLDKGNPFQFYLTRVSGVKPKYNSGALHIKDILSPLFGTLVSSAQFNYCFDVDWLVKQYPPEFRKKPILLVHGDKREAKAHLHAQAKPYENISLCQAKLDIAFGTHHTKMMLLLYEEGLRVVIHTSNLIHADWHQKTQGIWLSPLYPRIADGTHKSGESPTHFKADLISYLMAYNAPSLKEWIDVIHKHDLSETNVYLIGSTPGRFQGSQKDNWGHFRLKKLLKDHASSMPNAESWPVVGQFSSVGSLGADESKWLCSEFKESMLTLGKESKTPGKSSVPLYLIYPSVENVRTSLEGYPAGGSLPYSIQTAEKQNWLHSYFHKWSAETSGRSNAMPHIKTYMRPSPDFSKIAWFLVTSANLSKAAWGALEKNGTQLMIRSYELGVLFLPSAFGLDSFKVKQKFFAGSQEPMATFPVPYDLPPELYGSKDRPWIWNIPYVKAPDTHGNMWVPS
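Here, a 5' biotin and 3' phosphotyrosine-FITC DNA oligonucleotide reports Tdp1 activity: intact substrate bridges AlphaScreen beads, while cleavage leaves a 3' phosphate and drops signal. All incubations at room temperature.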
N370S GC: qHTS Assay for Inhibitors and Activators of N370S glucocerebrosidase as a Potential Chaperone Treatment of Gaucher Disease; N370S GC spleen homogenate, 4MU-glucoside fluorescence; Lysosomal acid glucosylceramidase (Homo sapiens), P04062; actives 0.092% (n = 330,000); Potency, µM (top dose mostly 59.4 µM), for inactives: top-dose activity change, negative = inhibition, actives largely listed as inhibitors;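 also: 0% = full enzyme activity and -100% = no enzyme basal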
TDP1 cell noCPT: qHTS for Inhibitors of human tyrosyl-DNA phosphodiesterase 1 (TDP1): qHTS in cells in absence of CPT; actives 15% (n = 420,000); DT40 Tdp1-/- hTDP1 cells, no CPT, ATP luminescence, 48 h; Potency, µM (doses to about 46.2 µM), without a hit: at the top dose activity change, negative = growth inhibition, usual class: inhibitors; AID 686978, 2013; also: nearly all actives have a fitted effect of over 55% in size
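A cellular qHTS used chicken DT40 cells lacking endogenous Tdp1 but carrying stably transfected human TDP1. Compounds were applied without camptothecin, and cell growth kinetics were judged by ATP-dependent luminescence after ≥48 hr.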
Starred values were filed as active, the others as inactive; ? = inconclusive; . = no result given; & = joins results of further samples; [ ] = another dose, or the depositor's remark. Calls follow the shape of the dose curve; as a rule, active = well fitted curve in the direction sought with a large enough effect; inconclusive = small, poorly fitted or top-dose-only effect, or another doubt; inactive = no such curve, though single readings can be large; an effect the other way counts as inactive or inconclusive. Unless noted, % is scaled to controls: 0 for no effect and ±100 for the full control effect; potency is read from the fitted curve at half-maximal effect. Some of the compounds tested; count on the stated rates, not on these rows.

SMILES	TDP1 block	N370S GC	TDP1 cell noCPT
CCn1nccc1C(=O)Nc1cc(Cl)ccc1Cl	6%	3%	-6%
Cc1[nH]c2ccccc2c1N=Nc1ccc(F)cc1	10%	2%	?
COc1ccc(NC(=O)Cn2c(SCc3ccc(F)cc3)nc3cccnc32)c(OC)c1	5%	.	21µM*
CC(NC(=O)c1cc2c(=O)n3ccccc3nc2n(CC2CCCO2)c1=N)c1ccccc1 (stereo not drawn)	4%[0.0935 µM]	24%	?
COc1cc(C(=O)Nc2cccc(OCc3cc(=O)n4c(C)csc4n3)c2)cc(OC)c1OC	-4%	.	15µM*
Cc1ccccc1C(=O)N1CCC(C(=O)NN2C(=O)NC3(CCC(C)CC3)C2=O)CC1 (stereo not drawn)	-2%	.	-7%
Cc1ccc(S(=O)(=O)CCC(=O)OCC(=O)Nc2cc(C)on2)cc1	-1%	5%	?
Cc1cccc(N=Nc2cnc(N)s2)c1	3%	?	?
Cc1ccc(NC(=O)CCC(=O)N/N=C/c2cccs2)cc1	4%	-13%	-15%
CCOc1ccc(NC(=O)[C@H](Cc2ccccc2)N2Cc3ccccc3C2=O)cc1	-3%	.	-3%
CC(=O)c1cc(-c2ccccc2)n(CC(=O)N2CCC(N3CCCCC3)CC2)c1C	1%	-1%	4%
CCN(CC)CCCNC(=O)c1ccccc1NC(=O)C1=CSCCO1	3%	-10%	8%
Cc1ccccc1CCNC(=O)CCn1nc(C)c2c(C)n(-c3ccccc3)nc2c1=O	0%	-1%	-2%
COc1ccc(OC)c2sc(NC(=O)c3ccc(Cl)s3)nc12	-1%	-1%	-3%
CCSc1nnc(NC(=O)c2cc(=O)c3cc(C)c(C)cc3o2)s1	4%	.	-14%
COc1ccccc1NC(=S)N(CCCN1CCOCC1)Cc1cccs1	6%	?	?
COc1ccc(C(=O)Nc2ccc3nc(N4CCCCC4)cc(C)c3c2)cc1OC	5%&6%	?	16µM*
N#Cc1ccsc1NC(=O)CN1CCN(c2ccccc2)CC1	3%	-3%	-29%
Cc1ccc(Cl)cc1Nc1sc(C(=O)c2ccccc2)c(N)c1S(=O)(=O)c1ccccc1	3%	.	?
O=C1CC(c2ccc(Cl)cc2)CC(O)=C1C=NCCO (stereo not drawn)	.	3%	-8%

Reprinted from the part before: 4 entries; new compounds follow.
SMILES	TDP1 block	N370S GC	TDP1 cell noCPT
COc1ccc(C(=O)Nc2ccc3nc(N4CCCCC4)cc(C)c3c2)cc1OC	5%&6%	?	16µM*
N#Cc1ccsc1NC(=O)CN1CCN(c2ccccc2)CC1	3%	-3%	-29%
Cc1ccc(Cl)cc1Nc1sc(C(=O)c2ccccc2)c(N)c1S(=O)(=O)c1ccccc1	3%	.	?
O=C1CC(c2ccc(Cl)cc2)CC(O)=C1C=NCCO (stereo not drawn)	.	3%	-8%
COc1cc(Cl)c(C)cc1NC(=O)c1cc2ccc3cccnc3c2[nH]1	3%	.	?
COc1ccc(CNC(=O)c2c(C)oc3c2C(=O)c2ccccc2C3=O)cc1	4%	1%	10µM*
COc1cccc(CNC(=O)c2cccnc2Sc2ccc(Cl)cc2)c1	1%	-5%	16%
CCOc1ccc(NC(=O)CCn2c(-c3ccc(F)cc3)cc(C(C)=O)c2C)cc1	3%	.	23µM*
COc1ccc(Br)cc1C(=O)Nc1ccc(-c2nc3cc(Cl)ccc3o2)cc1	2%[12.3 µM]	.	-4%
CC(C)(C)[C@H]1C=C(C(N)=O)O[C@@H](OCCCCO)C1	.	10%	-26%
CCOC(=O)c1c(CN2CCN(CCO)CC2)n(-c2ccccc2)c2cc(Br)c(O)cc12	7%	?	18µM*
Cc1ccc(NC(=O)CN(C)C(=O)c2ccc(Cl)c(S(=O)(=O)NCc3ccco3)c2)cc1	0%	.	12%
CC(=O)Nc1ccc(S(=O)(=O)N2CCC(n3c(C)nc4cccnc43)CC2)cc1	6%	.	?
CN1C(=O)/C(=C/c2cccc(Cl)c2)Sc2ccc(C(=O)N3CCOCC3)cc21	7%	1%	?
CN(C(=O)CN(c1ccccc1)S(=O)(=O)c1ccc(F)cc1)C1CCS(=O)(=O)C1 (stereo not drawn)	-1%	-11%	-7%
CCC1CCCCN1CCCNC(=O)C1CC(=O)N(CCc2ccccc2)C1 (stereo not drawn)	2%	1%	26%
COc1ccc(NS(=O)(=O)c2cc(NC(=O)COc3ccc(OC)cc3)ccc2N2CCOCC2)cc1	0%	.	-27%
O=C(O)COCC(=O)NC1CCN(Cc2ccccc2)CC1	2%	9%	-1%
CCCCn1c(N)c(N(CC)C(=O)c2ccccc2C(F)(F)F)c(=O)[nH]c1=O	1%	-7%	4%
Oc1c(C(c2ccccc2F)N2CCN(Cc3ccccc3)CC2)sc2nc(-c3ccco3)nn12 (stereo not drawn)	10%	.	-21%
CCOC(=O)c1ccc2c(c1)nc(SCc1cn3ccsc3n1)n2CC	10%	25%	16µM*
COCCNC(=O)CSCc1nc(-c2ccc(SC)cc2)oc1C	7%	-5%	?
CCN1C(=O)C(Cc2nc3ccccc3c(=O)n2-c2ccc(OC)cc2)c2ccccc21 (stereo not drawn)	2%	.	?
C/C(N)=C(/C#N)C(=O)CSc1cc(Cl)ccc1Cl	4%	20%	?

Shown with two lines to a compound: part of the list above.
Each structure is followed by: TDP1 block | N370S GC | TDP1 cell noCPT
Oc1c(C(c2ccccc2F)N2CCN(Cc3ccccc3)CC2)sc2nc(-c3ccco3)nn12 (stereo not drawn)
    10% | . | -21%
COc1ccc(NS(=O)(=O)c2cc(NC(=O)COc3ccc(OC)cc3)ccc2N2CCOCC2)cc1
    0% | . | -27%

Carrying on:
SMILES	TDP1 block	N370S GC	TDP1 cell noCPT
O=C(NNS(=O)(=O)c1ccc(F)cc1)c1cnccn1	1%	2%	-10%
COCCN1C(=O)N[C@@H](c2ccccc2)C(C(=O)OC)=C1C	7%&7%	0%&3%	-9%
CCNc1c(C(=O)O)ccc2c1C(=O)c1ccccc1C2=O	3%	2%	-13%
O=C(NCCc1ccccc1)C(=O)Nc1ccc([N+](=O)[O-])cc1	-5%	-8%	20%
COc1ccc(CCNCc2c(C(=O)O)c(C)n(Cc3cccc(C)c3)c2C)cc1OC	3%	.	-26%
Cc1cccc(N2C(=O)CC(Sc3nc(C)cc(C)n3)C2=O)c1 (stereo not drawn)	0%	2%	?
COCC(=O)N1CCC2(CCCN(c3ccncc3)C2)CC1	.	1%	3%
CCOC(=O)N1CCC(Nc2c(-c3ccccc3)c(=O)c2=O)CC1	1%	1%	23µM*
COc1ccc2c(c1)C(=O)C(=O)N2CC1COc2ccccc2O1 (stereo not drawn)	.	-2%	0.58µM*
COc1ccc(C(=O)O/N=C(\N)Cc2ccc(Cl)cc2)cc1OC	2%	-1%	21µM*
Cc1ccccc1NC(=O)C1CCCN(S(=O)(=O)c2cnc[nH]2)C1 (stereo not drawn)	2%	5%	-5%
C/C(CC(=O)NCc1ccco1)=N\NC(=O)c1ccc(Cl)cc1Cl	.	0%	-1%
CCC(C)NC(=O)c1cc2c(=O)n3ccccc3nc2s1 (stereo not drawn)	.	?	1%
COCCCNCCCCOc1cccc(Br)c1	0%	23%	?
COc1ccc(NC(=O)CO/N=C/C(=O)Nc2ccccc2C)c([N+](=O)[O-])c1	8%	.	-27%
Cc1cc(NC(=O)c2ccc3c(c2)C(=O)N(C2CCCCC2)C3=O)no1	6%	3%	15µM*
CC(C)CCOc1ccc(C(=O)NNC(=O)CNC(=O)c2ccccc2F)cc1	-5%	.	4%
CCOC(=O)c1c2ccc(OCC(=O)N/N=C/c3ccccc3C(F)(F)F)cc2n2ccccc12	4%	-7%	.
CC(OC(=O)c1cccnc1Cl)C(=O)Nc1ccc2c(c1)OCCO2 (stereo not drawn)	-2%	1%	-2%
COc1ccc(/C(C)=N/N=C(\C)c2ccc(OC)cc2OC)c(OC)c1	3%	11%	?
COc1ccc(CNC(=O)Cn2c(=O)oc3ccccc32)cc1OC	5%	-17%	-22%
O=C(Nc1ccnn1C1CCN(Cc2ccccc2OC(F)F)CC1)c1cccc(F)c1	2%	-19%	?
O=C(Nc1cccc(S(=O)(=O)N2CCCC2)c1)c1ccc(Cl)nc1	-12%	.	5.8µM*
CCOC(=O)c1ccc(NC(=O)CN2C(=O)C(CC)SC(CC)C2=O)cc1 (stereo not drawn)	1%	3%	3%
O=C(O)c1ccccc1C(=O)NCCc1ccc(Cl)cc1	-3%	0%	-17%
COc1cc([N+](=O)[O-])ccc1NC(=O)C[n+]1ccccc1	3%	6%	-7%
COc1cccc(C(=O)NCCS(=O)(=O)N2CCc3ccccc3C2)c1	.	-3%	5%
COc1ccc(N2C(=O)CNC2=S)cc1	0%	-4%	1%
Cc1cc(NS(=O)(=O)c2ccc(NC(=S)NC(=O)c3ccc(F)cc3)cc2)no1	0%	-12%	0%
CCOC(=O)c1ccc(N2Cc3cc(C)c(C)cc3C2)cc1O	0%	3%	.
O=P(O)(O)CCP(=O)(c1ccccc1)c1ccccc1	0%	1%	-9%
CS(=O)(=O)N(Cc1ccc(C(=O)NC2CCCC2)cc1)c1ccccc1	6%	?	-22%
Cc1ccc(C)c(N(C(=O)CS(=O)CC(=O)Nc2ccc3c(c2)OCO3)C(C)C(=O)NC2CCCC2)c1 (stereo not drawn)	-1%	6%	?
COc1ccc(OC)c(-c2cc(C(=O)Nc3c(C)nn(Cc4ccccc4C)c3C)no2)c1	4%	-21%	10µM*
CCC(=O)NCC(c1ccco1)N1CCN(c2ccc(OC)cc2)CC1 (stereo not drawn)	-1%	1%	5%
COc1ccccc1NC(=O)c1c(C)cc(C)nc1SCC(=O)Nc1ccc(C)c(C)c1	7%	.	?
Cc1ccc(NC(=O)c2sc3nc(-c4cc5ccccc5oc4=O)[nH]c(=O)c3c2C)c(C)c1	-5%	.	-28%
O=C1c2ccccc2C(O)(Cc2ccccc2)N1Cc1ccco1 (stereo not drawn)	9%	4%	-26%
CCOC(=O)C(C)Sc1nc(-c2ccccc2)nc2ccccc12 (stereo not drawn)	-8%	18%	?
COc1ccc(C(=O)Nc2cc(=O)[nH]c3ncnn23)cc1	3%	-5%	7%
Cc1cccn2c(=O)c3cc(C(=O)N4CC(C)CC(C)C4)sc3nc12 (stereo not drawn)	-16%	21%	?
COc1cccc(OC)c1C(=O)N1CCN(Cc2cccnc2)CC1	.	3%	-18%
Cc1cccc(-c2ccc3ncnc(NCc4cccs4)c3c2)c1	1%	-6%	.
COc1ccc(C(CNC(=O)c2cccc(S(=O)(=O)Nc3ccccc3Cl)c2)N2CCOCC2)cc1 (stereo not drawn)	6%	-4%	?
CCCN1CCC(=O)N(C(CSc2ccc(C)cc2)Cc2ccccc2)CC1 (stereo not drawn)	10%	-17%	.
Cc1ccccc1-c1n[nH]c(=S)n1Cc1ccccc1	2%	4%	6%
COC(=O)c1cccc(NC(=O)c2nn(C)c(=O)c3ccccc23)c1	-7%	10%	8.2µM*
Cc1cccc(OCC(=O)Nc2ccc3c(c2)nc(CCN2CCCCC2)n3C)c1	3%	-7%	-25%
O=C(Cn1cnc2sc3c(c2c1=O)CCCC3)NCC(=O)Nc1ccccc1F	-3%	-6%	27%
CCc1ccc(NC(=O)c2cccnc2)cc1	6%	6%	-7%

Later entries:
SMILES	TDP1 block	N370S GC	TDP1 cell noCPT
OC1CN=C2Sc3ccccc3N2C1 (stereo not drawn)	-6%	-4%	-20%
CC(=O)Nc1ccc(S(=O)(=O)N(C)CC(=O)OCC(=O)N(CC(C)C)C2CCS(=O)(=O)C2)cc1 (stereo not drawn)	0%	-5%	1%
O=S(=O)(/N=C/N1CCOCC1)c1ccc(Cl)cc1	7%	-2%	-1%
COc1ccc(C(=O)N/C(=C\c2cccc3ccccc23)C(=O)N2CCN(C)CC2)cc1OC	5%	-1%	0%
O=C(O)c1cccc(CSc2nc(-c3ccccc3)cc(C(F)(F)F)n2)c1	1%	3%	-28%
CC(=O)c1sc(-c2ccccn2)nc1C	3%	3%	.
CCN1CCN(CC(=O)Nc2cc(C(F)(F)F)ccc2OCCOC)CC1	.	-11%	-28%
Cc1ccc(S(=O)(=O)N(C)C)cc1NC(=O)c1ccncc1	-5%	-13%	1%

Single records, as listed above.
Cc1ccccc1CCNC(=O)CCn1nc(C)c2c(C)n(-c3ccccc3)nc2c1=O as listed: TDP1 block = 0%; N370S GC = -1%; TDP1 cell noCPT = -2%
CCN1C(=O)C(Cc2nc3ccccc3c(=O)n2-c2ccc(OC)cc2)c2ccccc21 (stereo not drawn) as listed: TDP1 block = 2%; N370S GC = .; TDP1 cell noCPT = ?

Assay outcomes deposited in PubChem BioAssay by National Center for Advancing Translational Sciences (NCATS).
